Screening data: PubChem, The Scripps Research Institute Molecular Screening Center
CHO-K1 Ca antag: nonselective inhibitor or artifact in parental CHO-K1 cells. inhibition, % at 3 µM. 360,000 tested, 0.6% active. ATP-induced calcium, Fluo-8 fluorescence;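 active means inhibition above a per-plate cutoff, the plate's mean sample inhibition plus 3 SD, cut at about 24% in these data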;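 further: 0% = DMSO plus EC80 ATP and 100% = DMSO alone without ATP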
M5 ag: human M5 muscarinic receptor agonists, primary screen, CHO-K1 cells, Fluo-8 calcium fluorescence; CHO-K1 hM5 cells; 0% DMSO wells, 100% maximal acetylcholine response; activation, % at 3 µM; 360,000 tested, 0.19% active; AID 624037, 2012;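 active means activation above the run's mean over test compounds plus 3 SD, cut at about 23% in these data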;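 further: signal is peak over basal fluorescence ratio across the kinetic read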
Target sequence (P08912 whole entry, looked up): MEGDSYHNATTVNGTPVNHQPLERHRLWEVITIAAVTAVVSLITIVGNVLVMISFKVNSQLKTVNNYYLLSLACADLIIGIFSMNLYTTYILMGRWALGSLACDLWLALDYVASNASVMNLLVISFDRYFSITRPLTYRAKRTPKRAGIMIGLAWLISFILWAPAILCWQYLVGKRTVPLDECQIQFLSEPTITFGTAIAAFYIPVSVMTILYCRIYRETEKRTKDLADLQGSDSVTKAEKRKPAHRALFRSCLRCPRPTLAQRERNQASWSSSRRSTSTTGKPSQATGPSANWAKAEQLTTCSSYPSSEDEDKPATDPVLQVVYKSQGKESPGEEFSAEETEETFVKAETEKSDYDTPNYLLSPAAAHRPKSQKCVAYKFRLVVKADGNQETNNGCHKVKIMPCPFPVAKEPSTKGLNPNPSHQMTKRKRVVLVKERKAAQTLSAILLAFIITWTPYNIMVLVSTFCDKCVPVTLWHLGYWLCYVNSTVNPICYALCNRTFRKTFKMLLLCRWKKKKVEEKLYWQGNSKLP
M4 ag: human M4 muscarinic receptor agonists, primary screen, CHO-K1 cells, Fluo-8 calcium fluorescence. CHO-K1 hM4/Gqi5; vehicle 0%, full acetylcholine response 100%. activation, % at 3 µM. 360,000 tested, 0.14% active;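 active means activation above the run mean over all test wells plus 3 SD, cut at about 32% in these data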;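 further: peak over basal fluorescence ratio per well then scaled between controls; 0% = DMSO wells and 100% = acetylcholine at EC100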
Target sequence (P08173 whole entry, looked up): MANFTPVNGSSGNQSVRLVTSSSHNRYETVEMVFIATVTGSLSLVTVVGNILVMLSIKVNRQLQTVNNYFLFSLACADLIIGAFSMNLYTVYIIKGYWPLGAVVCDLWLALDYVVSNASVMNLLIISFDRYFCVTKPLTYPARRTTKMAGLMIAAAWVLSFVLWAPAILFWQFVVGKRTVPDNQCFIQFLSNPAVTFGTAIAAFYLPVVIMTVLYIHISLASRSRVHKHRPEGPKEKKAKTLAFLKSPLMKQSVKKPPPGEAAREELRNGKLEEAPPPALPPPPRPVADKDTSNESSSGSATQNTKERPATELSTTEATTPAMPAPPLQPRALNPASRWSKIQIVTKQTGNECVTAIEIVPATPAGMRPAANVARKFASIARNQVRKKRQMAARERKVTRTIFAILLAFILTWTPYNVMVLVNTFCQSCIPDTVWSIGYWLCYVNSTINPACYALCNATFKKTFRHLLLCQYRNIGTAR
CHO-K1 Ca PAM: nonselective calcium activators in parental CHO-K1 cells, primary screen, counter-screen for M1 PAM project, cell-based, Fluo-8 calcium fluorescence, full deck, 1536-well | activation, % at 3 µM | 360,000 tested, 0.02% active | ATP EC20; 0% at ATP EC20, 100% at ATP max;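 active means activation above the run cutoff, the mean activation of all test compounds plus 3 SD, cut at about 40% in these data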;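 further: peak over basal fluorescence ratio in a 140 s read after ATP addition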
CHO-K1 Ca ag: counter-screen for M1 agonists: effect in parental CHO-K1 cells | 360,000 tested, 0.48% active | Fluo-8 calcium fluorescence; scaled to maximal ATP response, vehicle zero | activation, % at 3 µM; in the data active means activation above about 15%;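 further: untransfected CHO-K1 host cells lacking M1 receptor as counterscreen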
M4 PAM: human M4 muscarinic receptor positive allosteric modulators, primary screen, CHO-K1 cells, Fluo-8 calcium fluorescence | Muscarinic acetylcholine receptor M4 (Homo sapiens), P08173 | CHO-K1 hM4/Gqi5, ACh EC20; 0% = ACh EC20, 100% = maximal ACh | activation, % at 3 µM | 360,000 tested, 0.4% active | AID 624126, 2012;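 active means activation above its plate's cutoff, the mean activation of sample wells plus 3 SD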; further: some results filed as inactive read as strong as hits
CHRM4 antagonist: human M4 muscarinic receptor antagonists, primary screen, CHO cells, Fluo-8 calcium fluorescence; AID 624125, 2012; CHO-hM4 cells, ACh EC80; Muscarinic acetylcholine receptor M4 (Homo sapiens), P08173; 360,000 tested, 0.73% active; inhibition, % at 3 µM;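 active means inhibition above its plate's cutoff, the mean inhibition of sample wells plus 3 SD, cut at about 27% in these data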;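 further: 0% = acetylcholine EC80 with DMSO and 100% = DMSO without agonist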
M5 PAM: human M5 muscarinic receptor positive allosteric modulators, primary screen, CHO-K1 cells, Fluo-8 calcium fluorescence | Muscarinic acetylcholine receptor M5 (Homo sapiens), P08912 | CHO-K1 hM5, ACh EC20 PAM; 0% = ACh EC20, 100% = ACh EC100 | activation, % at 3 µM | 360,000 tested, 0.3% active;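 active means activation above the run cutoff, the mean activation of all test compounds plus 3 SD, cut at about 18% in these data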
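system = human M5 receptor in CHO-K1 cells | compound = one concentration, 3 µM final (nominal) | schedule = Post-acetylcholine fluorescence recording 140 s | signal = Fluo-8 calcium dye fluorescence, kinetic read | benchmarks = low control EC20 acetylcholine (0%), high control EC100 acetylcholine (100%) | repeats = singlicate, one well per test compound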
CHRM5 antagonist: human M5 muscarinic receptor antagonists, primary screen, CHO cells, Fluo-8 calcium fluorescence; CHO-hM5 cells, ACh EC80; inhibition, % at 3 µM; 360,000 tested, 0.59% active; AID 624040, 2012;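 active means inhibition above a per-plate cutoff, the mean of that plate's test compounds plus 3 SD, cut at about 27% in these data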;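 further: 0% = acetylcholine EC80 with DMSO and 100% = DMSO without agonist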
Numbers without * were called inactive.

smiles	CHO-K1 Ca antag	M5 ag	M4 ag	CHO-K1 Ca PAM	CHO-K1 Ca ag	M4 PAM	CHRM4 antagonist	M5 PAM	CHRM5 antagonist
Cc1cccc(C2(c3cccc(C)c3)CC2C(=O)NCC2CCCO2)c1 (stereo unspecified)	-19	-3	-1	22	0.8	2	-7	2	-4
O=C(/C=C/c1ccco1)N(Cc1cccc(Cl)c1)C1CCS(=O)(=O)C1 (stereo unspecified)	0	-5	18	5	2.2	-20	-8	-20	27*
COc1ccc(CCNC(=O)CN(c2ccc(OC)c(OC)c2)S(=O)(=O)c2ccc(C)cc2)cc1	-14	-1	5	5	2.1	-6	-3	-3	4
O=[N+]([O-])c1ccc(N/N=C/C=C/c2ccco2)cc1	19	29*	38*	-4	21*	-16	21	-23	32*
Cc1ccc(Cn2nnnc2CN2CCC(NC(=O)c3ccccc3F)CC2)cc1	12	-5	1	-2	0.2	1	0	1	0
COc1ccccc1C(=O)NCC(c1cccnc1)N(C)C (stereo unspecified)	-3	-2	0	16	0.4	7	1	0	5
O=C(CSc1ccc2c(c1)OCCO2)NCCN1C(=O)CSC1=O	-2	1	1	18	-0.2	-2	-2	-5	1
COc1ccc(C(=O)NC2CC3CCCC(C2)N3Cc2ccccc2)cc1 (stereo unspecified)	3	-8	1	-21	-0.3	0	5	-5	17
COc1cccc(COc2ccc3c(C)c(Cc4ccccc4)c(=O)oc3c2)c1	2	0	0	-3	0.3	5	-12	-3	-7
Cc1cccc(NC(=O)CCCCC(=O)Nc2cccc(C)c2)c1	-4	-1	1	15	1.1	-4	11	8	-2
NS(=O)(=O)OCCCCCc1ccccc1	-3	-1	-1	2	0.3	0	-3	2	5
COc1ccc(NC(=O)COc2nsnc2N2CCOCC2)c(OC)c1	0	-2	2	9	1.3	3	-2	0	3
CCOC(=O)c1nn(-c2ccc(C)c(Cl)c2)c(=O)c(C#N)c1C	4	0	0	-1	-0.5	-4	-2	6	1
CC(C)(C)/C(Cn1cncn1)=N\OC(=O)Nc1ccc(Cl)cc1	-2	-1	2	5	0.4	-4	-1	-4	10
O=C(NCCCN1CCCC1)C1CCN(C(=O)c2cc3sccc3n2Cc2ccc(F)cc2)CC1	-18	-4	0	13	0.6	-5	6	3	4
COCCn1nnnc1C(c1ccccn1)N1CCN(c2cccc(C)c2C)CC1 (stereo unspecified)	-5	0	1	1	0.6	-1	2	-3	1
NS(=O)(=O)c1cnccc1Nc1ccc(Cl)cc1	-12	-1	1	-1	1.3	1	5	-5	13
CC(Oc1ccccc1F)C(=O)NNC(=O)c1cc2ccccc2o1 (stereo unspecified)	-10	-1	2	18	1.4	9	1	8	2
COc1ccccc1-n1cc([C@@H]2C[C@H]3CN(c4ccccc4)C(=O)[C@]34CCCN24)cn1	-3	-2	21	8	5.6	-12	0	-11	14
COc1ccc(-c2cc(C(F)(F)F)n3nc(C(=O)NCc4ccco4)c(Cl)c3n2)cc1	-2	-5	0	14	0.0	4	1	4	6
O=C(CN1CCN(CC(=O)Nc2ccc(Cl)cc2)CC1)Nc1ccc(F)cc1	-7	-3	0	1	0.6	-3	-3	-2	0
Cc1c(NC(=O)Nc2cccc(F)c2)c(=O)n(-c2ccccc2)n1C	4	-3	-1	-19	0.3	-5	4	-8	11
O=C(CCNS(=O)(=O)c1ccc2[nH]c(=O)oc2c1)NCc1ccc(F)cc1	-22	0	2	13	0.9	-3	1	-2	1
CCOC(=O)c1ccc(CNCc2ccc(C)cc2)cc1	-14	-6	1	15	0.6	-11	18	-14	12
CC(C)(C)NC(=O)[C@]1(C)CCC[C@@]2(C)C3CC[C@@]4(C)C[C@]3(CCC21)CC4=O (stereo partly specified)	9	-2	-1	-7	-0.7	-1	0	5	14
Cc1ccc(S(=O)(=O)NN=CC=CC=NNS(=O)(=O)c2ccc(C)cc2)cc1	-5	3	-1	25	1.5	-1	-3	-4	9
Cc1cc(C)c(NC(=O)CN2C(=O)NC3(CCc4ccccc43)C2=O)c(Cl)c1 (stereo unspecified)	-10	2	3	9	0.2	3	2	-7	6
Cn1cccc1/C=C(/C#N)c1ccc(F)cc1	-8	-7	-2	5	0.2	-5	4	0	9
Cc1ccc(C2CC(=O)C=C(Nc3ccc(Cl)cc3)C2)cc1 (stereo unspecified)	8	-2	-2	-2	-0.2	-10	10	-8	12
COc1ccc(C(=O)NCC(=O)N/N=C(C)\C=C\c2ccccc2)cc1OC	-3	-2	0	10	-0.3	-3	-3	3	-12

smiles	CHO-K1 Ca antag	M5 ag	M4 ag	CHO-K1 Ca PAM	CHO-K1 Ca ag	M4 PAM	CHRM4 antagonist	M5 PAM	CHRM5 antagonist
COc1ccc(-c2cc(C(F)(F)F)nc(S(=O)(=O)CCCC(=O)Nc3cc(C)on3)n2)cc1OC	-15	-7	1	20	-0.2	-10	-9	-2	3
COc1ccc(NC(=O)C2(C)CCN2C(=O)C(C)C)cc1F (stereo unspecified)	-3	1	1	-11	0.1	5	-5	1	-1
COc1cc2cc(C(c3nnnn3C3CCCC3)N3CCCCCC3)c(=O)[nH]c2cc1OC (stereo unspecified)	-5	-2	1	20	0.7	-11	14	-1	1
COc1ccc(C(=O)Nc2cccc(C(C)=O)c2)cc1OC	-24	3	4	13	1.0	8	-13	1	-6
O=[N+]([O-])c1ccc2c(c1)C(O)n1ncnc1S2 (stereo unspecified)	-19	-2	1	22	1.5	7	2	5	-1
O=P(O)(O)c1ccccc1OCCCCCOc1ccccc1P(=O)(O)O	-12	0	-2	2	-0.3	0	-9	-4	2
CCCNC(=O)c1nnsc1S(=O)(=O)c1ccc(Cl)cc1	0	-2	2	7	0.0	-12	65*	-1	6
COC(=O)c1c(-c2ccccc2)csc1N1C(=O)Nc2ccccc2N1O	3	-1	1	11	0.5	-1	-8	-2	-4
CCc1ccc(NC(=O)CS(=O)CC(=O)NCC2OCCc3ccccc32)cc1 (stereo unspecified)	3	-5	0	-2	-0.5	0	-5	3	-1
COc1ccccc1NC(=O)CSc1nnc(CCNC(=O)c2ccc(C)cc2)n1C	-9	-4	0	8	0.1	1	-20	6	-6
CCOc1ccc(NC(=O)CCn2c(=S)oc3ccccc32)cc1	-9	-1	1	17	1.9	27*	18	9	20
Cc1cc(C(=O)CSc2nnnn2C)c(C)n1Cc1ccco1	-19	1	2	15	2.4	2	-2	6	5
CC(C)CC(=O)NC(c1ccccc1)c1c(O)ccc2ccccc12 (stereo unspecified)	-5	-7	2	4	0.4	1	-7	-2	2
COc1ccc(C(CC(=O)O)NC(=O)OC(C)(C)C)cc1 (stereo unspecified)	-15	-1	0	11	0.5	-4	0	4	0
COc1ccc(C(=O)Nc2ccc(S(=O)(=O)Nc3cc(C)nc(C)n3)cc2)cc1	-8	-5	0	17	0.2	1	-11	-6	9
COc1cc(OC)cc(C(=O)NCCSC2CCCCC2)c1	6	-2	4	-3	1.4	15	-3	12	-15
CCOC(=O)c1ccc(NC(=S)N(CCCN(CC)CC)Cc2ccco2)cc1	-13	-5	1	17	0.8	-21	11	1	1
CC1=NN(c2ccccc2)C(=O)/C1=C\c1cc(C)n(-c2ccccc2)c1C	-12	0	-1	25	-0.2	-3	2	-3	2
CC1CCN(C(=O)Cn2nnc(-c3ccc(C(C)C)cc3)n2)CC1	-6	2	4	20	2.3	-1	-8	-2	-1
COC(=O)c1ccc(COc2ccccc2/C=N/O)o1	-3	-4	-1	-15	0.0	-5	1	-1	8
N#CC1(c2ccccc2)CCC(=NNS(=O)(=O)c2ccccc2)CC1 (stereo unspecified)	-13	-3	0	5	0.3	-1	0	-2	4
Cc1ccc(/C=N/NC(=O)CNC(=O)c2ccc(S(=O)(=O)N(C)C)cc2)o1	-4	0	2	-6	0.1	-1	-12	-7	7
COc1ccc(C2=NOC(C(=O)N(C)Cc3ccccc3)C2)cc1 (stereo unspecified)	-10	0	2	20	0.7	-3	-3	-3	2
COc1cccc(/C=C/C(=O)OCC(=O)Nc2nnc(-c3ccccc3)o2)c1	2	3	0	6	0.7	-1	0	-4	9
CCC(=O)N1CCN(c2ccccc2NC(=O)COc2ccccc2Cl)CC1	-10	-2	10	20	6.1	-22	1	-9	9
COc1ccc(S(=O)(=O)Nc2ccc(C)cn2)cc1	-15	5	-1	23	0.1	0	-4	8	-5
CC(C)N(Cc1ccccc1)C(=O)CN1C(=O)NC2(CCOc3ccccc32)C1=O (stereo unspecified)	-10	2	1	3	0.4	13	-13	6	5
NNC(=O)c1ncoc1-c1ccc(Cl)cc1	-10	4	1	10	0.6	-1	0	1	-9
C=CCn1c(N2CCCC2)nc2c1c(=O)n(C)c(=O)n2C	-5	-4	1	12	2.3	-2	-3	3	14
CN(CC(=O)Nc1ccc(F)cc1)C(=O)COC(=O)/C=C/c1ccccc1[N+](=O)[O-]	0	3	2	15	0.8	18	-15	2	5

Some of these compounds in order of the M5 ag value, ascending:
mol	M5 ag	M4 ag	M4 PAM	CHRM4 antagonist	M5 PAM	CHRM5 antagonist
CCc1ccc(NC(=O)CS(=O)CC(=O)NCC2OCCc3ccccc32)cc1 (stereo unspecified)	-5	0	0	-5	3	-1
COc1cc2cc(C(c3nnnn3C3CCCC3)N3CCCCCC3)c(=O)[nH]c2cc1OC (stereo unspecified)	-2	1	-11	14	-1	1
CC1CCN(C(=O)Cn2nnc(-c3ccc(C(C)C)cc3)n2)CC1	2	4	-1	-8	-2	-1

Going on with the list:
smiles	CHO-K1 Ca antag	M5 ag	M4 ag	CHO-K1 Ca PAM	CHO-K1 Ca ag	M4 PAM	CHRM4 antagonist	M5 PAM	CHRM5 antagonist
CCOc1ccc(NC(=O)CNC(=O)c2ccc([N+](=O)[O-])cc2)cc1	-6	2	2	7	0.6	9	-4	3	1
COc1ccc2c(N)c(C(=O)NN)[nH]c2c1	-6	2	8	4	1.7	-1	-16	-2	6
Fc1cccc(CSc2nnc3c(n2)[nH]c2ccccc23)c1	0	1	1	-8	0.3	6	0	1	7
COC(=O)c1ccccc1NC(=O)COC(=O)c1ccccc1N=Nc1ccc(N(C)C)cc1	9	0	0	0	-0.4	2	4	-2	-4
N#Cc1c(-c2ccccc2Cl)noc1/C=C/Nc1ccc(C(=O)O)cc1	18	2	1	-10	0.4	-4	-3	-5	2
CCOC(=O)c1cnc2[nH]c3ccccc3n2c1=O	-7	-1	-1	1	0.1	3	-1	5	1
COc1ccc(C(=O)NC(=S)NC(C)C)cc1Br	-19	-5	1	9	1.3	10	4	-6	0
O=C(NCc1ccccc1)c1ccc(-c2ccc(F)c(F)c2)c2ccoc12	-16	-3	-1	12	2.7	9	-14	-4	6
CCc1cc2c(=O)c(-c3nc(C)cs3)coc2cc1O	-6	0	2	4	1.0	6	3	1	1
COc1cccc(N2CCN(S(=O)(=O)c3ccc4c(c3)NC(=O)C(C)C(=O)N4)CC2)c1 (stereo unspecified)	-8	0	0	15	1.2	6	7	1	3
CCN(CC)C(=O)Cn1cc([N+](=O)[O-])cc1[N+](=O)[O-]	-9	6	9	1	2.2	-2	-9	-14	1
